# HepG2 tox: qHTS for Inhibitors of TGF-b: Cytotox Counterscreen. HepG2 CAGA-GFP viability, ATP luminescence, 18 h. Potency, µM (series often up to 46.1 µM), inactives show at the top dose activity change, negative = cytotoxicity, most hits filed as cytotoxic. 410,000 compounds, 0.76% hits. AID 588856, 2011; further: potency means the concentration at half of the fitted maximal effect; some results filed as inactive show a strong effect at the top dose
#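 CellTiter-Glo luminescence gave cytotoxicity after 18 hours at 37 degrees C. The cells were HepG2 CAGA-GFP in 1% FBS DMEM, stimulated with 500 pg/mL TGF-beta after compound addition. %Activity was normalised to no-cell wells (complete cell-killing) and DMSO (no toxicity), and curves were fitted and classified.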
# IL-2 act: qHTS of IL-2 Activators | activation, % (series mostly up to about 46 µM) | AID 652025, 2013 | 360,000 compounds, 0.065% hits | IL-2 activation reporter assay, cell-based qHTS; stimulated with anti-CD3/CD4/CD28 beads; in transgenic mouse T cells; in the data active means activation above about 50%; inconclusive means mostly about 30% to 49%; further: 0% is about no effect
#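 Quantitative HTS in unstimulated transgenic mouse T cells, with memory T cells as non-tolerant control and PMA/ionomycin as tolerance-bypass control. Compound pretreatment lasted 60 minutes before 18 h bead stimulation; EGFP/DsRed fluorescence read.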
# Nrf2 inh: Nrf2 qHTS screen for inhibitors | A549 ARE-Fluc reporter, luciferase luminescence, 18-24 h | Potency, µM (top dose mostly 46 µM), inactives show top-dose activity change, negative = inhibition, most hits filed as inhibitors | 360,000 compounds, 2.1% hits | AID 504444, 2011; further: potency means the concentration at half of the fitted maximal effect; on the % scale 0 is the no-effect control and ±100 the full control effect; nearly all actives have a fitted effect of over 60% in size
#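 A549 ARE_Fluc cells, 5000/well, 5% FBS OPTI-MEM; compounds in dose-response, 18-24 h at 37 °C/5% CO2; CellTiter-Fluor viability read (Ex 405/Em 525), then BugLite luciferase luminescence = Nrf2 activity.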
# Nrf2 ARE act: qHTS of Nrf2 Activators; AREc32 ARE-luciferase reporter (MCF7-derived line), luminescence, 24 h; Potency, µM (highest dose often 46.1 µM), inactives show top-dose activation, usual class: activators; 410,000 compounds, 0.31% hits; AID 624171, 2012; further: potency means the concentration at half of the fitted maximal effect; % of control where 0% means no effect; nearly all actives have a fitted effect of over 65% in size
#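 Nrf2 activation is followed as ARE-luciferase induction in the AREc32 line after one day of compound treatment; luminescence is read with Steady-Glo.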
# TGFb SMAD3 inh: qHTS for Inhibitors of TGF-b; HepG2 CAGA-GFP TGF-b/SMAD3 reporter, GFP fluorescence, 18 h; TGF-beta stimulated, 500 pg/mL final; Potency, µM (series often up to 46.1 µM), without a hit: at the top dose activity, negative = inhibition, hits mostly inhibitors; 410,000 compounds, 1.2% hits; AID 588855, 2011; further: potency means the concentration at half of the fitted maximal effect; on the % scale 0 is the no-effect control and ±100 the full control effect; nearly all actives have a fitted effect of over 65% in size
#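 Read-out: total well GFP (ex488/em500-530) summed from mean per-cell fluorescence. Cells: HEPG2 CAGA-GFP, 1% FBS DMEM, 18 h at 37 degrees C with 500 pg/mL final TGF-beta. Unstimulated wells served as the full-inhibition control; stimulated DMSO wells = 0%.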
# EPAC2 ag: qHTS for Agonist of cAMP-regulated guanine nucleotide exchange factor 4 (EPAC2): primary screen; EPAC2 activation, biochemical qHTS; response scale: 100% = 6.5 mM cAMP response; Potency, µM (titrated, usually from 154 µM), for inactives: top-dose activation, usual class: activators; 360,000 compounds, 0.079% hits; AID 720711, 2013; further: potency means the concentration at half of the fitted maximal effect; nearly all actives have a fitted effect of over 50% in size
# Target sequence (Q8WZA2 whole entry, looked up): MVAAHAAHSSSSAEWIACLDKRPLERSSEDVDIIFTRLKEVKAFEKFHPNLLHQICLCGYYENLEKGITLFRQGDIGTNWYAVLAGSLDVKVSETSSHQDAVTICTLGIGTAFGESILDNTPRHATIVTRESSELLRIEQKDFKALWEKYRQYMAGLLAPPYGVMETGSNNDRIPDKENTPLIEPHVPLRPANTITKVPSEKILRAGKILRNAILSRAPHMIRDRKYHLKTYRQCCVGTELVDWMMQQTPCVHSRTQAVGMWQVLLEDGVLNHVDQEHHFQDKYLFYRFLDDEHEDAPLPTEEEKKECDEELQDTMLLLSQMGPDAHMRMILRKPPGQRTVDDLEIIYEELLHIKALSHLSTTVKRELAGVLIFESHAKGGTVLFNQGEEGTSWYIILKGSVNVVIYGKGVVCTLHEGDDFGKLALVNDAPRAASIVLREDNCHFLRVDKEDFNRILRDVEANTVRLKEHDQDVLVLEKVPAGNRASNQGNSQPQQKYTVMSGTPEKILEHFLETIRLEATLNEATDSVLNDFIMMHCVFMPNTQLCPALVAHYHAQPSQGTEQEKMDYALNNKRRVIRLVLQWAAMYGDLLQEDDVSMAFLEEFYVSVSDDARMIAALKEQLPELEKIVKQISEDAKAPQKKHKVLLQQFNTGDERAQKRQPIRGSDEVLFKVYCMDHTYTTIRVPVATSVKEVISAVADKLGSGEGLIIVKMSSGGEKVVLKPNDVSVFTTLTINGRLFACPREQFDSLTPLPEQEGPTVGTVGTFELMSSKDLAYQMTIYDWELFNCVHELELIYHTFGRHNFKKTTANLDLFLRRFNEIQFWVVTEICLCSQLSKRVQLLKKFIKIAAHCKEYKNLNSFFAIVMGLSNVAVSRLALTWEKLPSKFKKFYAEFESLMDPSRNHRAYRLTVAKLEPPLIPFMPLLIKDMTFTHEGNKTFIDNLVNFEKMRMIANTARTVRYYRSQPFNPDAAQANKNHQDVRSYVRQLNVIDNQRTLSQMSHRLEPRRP
#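 Guanine nucleotide exchange by EPAC2 is measured as reduced fluorescence of BODIPY-GDP once it is released from 250 nM Rap1B. Plates are read kinetically for 30 min at room temperature; results are scaled to 6.5 mM cAMP.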
# S2 tox: Viability Counterscreen for Primary qHTS for Inhibitors of ATXN expression | S2 cells (HEK-293 line with an ATXN2-luciferase reporter) viability, CellTiter-Fluor protease fluorescence, 24 h | Potency, µM (series often up to 56.7 µM), actives largely listed as cytotoxic | 400,000 compounds, 0.49% hits; further: potency means the concentration at half of the fitted maximal effect; nearly all actives have a fitted effect of over 40% in size
# A549 viability: Nrf2 qHTS screen for inhibitors: counterscreen for cytotoxicity. A549 ARE-Fluc cells, CellTiter-Fluor viability, 18-24 h. Potency, µM (titrated, usually from 46 µM), without a hit: at the highest dose activity change, negative = cytotoxicity, actives largely listed as inhibitors. 390,000 compounds, 0.16% hits; further: potency means the concentration at half of the fitted maximal effect; on the % scale 0 is the no-effect control and ±100 the full control effect
#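 A549 ARE_Fluc cells in 5% FBS OPTI-MEM were exposed to compounds in concentration-response for 18-24 h at 37 deg C. Viability was read by CellTiter-Fluor fluorescence (Ex 405/Em 525) after 30 min, before the luciferase read.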
# ATXN2 expr inh: Primary qHTS for Inhibitors of ATXN expression; 360,000 compounds, 0.72% hits; Potency, µM (titrated, usually from 57 µM), without a hit: top-dose activity change, negative = inhibition, actives largely listed as inhibitors; HEK-293 ATXN2-luciferase reporter, luminescence, 24 h; further: potency means the concentration at half of the fitted maximal effect; on the % scale 0 is the no-effect control and ±100 the full control effect; nearly all actives have a fitted effect of over 55% in size
#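 qHTS (up to 57 uM final) was run with 24 h compound exposure of reporter cells at 37 °C. Each well was multiplexed: SteadyGlo luminescence measured ATXN2-luciferase expression after a fluorogenic Gly-Phe-AFC viability readout (25 uM final).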
# * hit, by the source's call; i = inactive; ? = inconclusive; . = not tested or not shown; & = joins results of further samples; [ ] = dose if it differs, or a comment. Unless noted, the call rests on the fitted dose curve; in most records, active means well fitted curve in the direction sought with a large enough effect; inconclusive means small, poorly fitted or top-dose-only effect, or another doubt; inactive means no such curve, though single readings can be large; an effect the other way counts as inactive or inconclusive. Not a hit list; about 4.3% have a hit in one of these screens.
# Every second line gives: HepG2 tox	IL-2 act	Nrf2 inh	Nrf2 ARE act	TGFb SMAD3 inh	EPAC2 ag	S2 tox	A549 viability	ATXN2 expr inh
> O=C(CN1CCN(c2ccccc2)CC1)Nc1scc2c1c(=O)oc1ccccc12
  -11.5%	0.0	3.8%	-0.7%	-11.5%	4.0%	.	-0.1%	.
> COc1ccc(CN(C)CC(O)COC(c2ccc(OC)cc2)c2ccc(OC)cc2)cc1 (stereo not given)
  22.4µM*	0.2	?	6.2%	?	6.7%	i	-0.1%	-3.7%
> CC(=O)c1cccc(OCCN2C(=O)NC(C)(C)C2=O)c1
  -1.7%	-1.4	.	1.0%	6.2%	0.4%	i	-2.2%	14.4%
> CC1CCCC(NC(=S)NC(=O)c2ccccc2Br)C1C (stereo not given)
  -17.8%	1.4	?	14.2%	?	-10.1%	i	-11.6%	10.0%
> O=C(CSc1ccc(S(=O)(=O)N2CCOCC2)cn1)Nc1ccc(F)c(F)c1
  -17.8%	2.5	?	4.1%	?	1.3%	i	-6.5%	.
> O=C(COC(=O)c1ccc(Cl)nc1)Nc1ccc(Cl)cc1
  -2.5%	0.3	3.3%	2.6%	-4.7%	3.6%	i	1.8%	-7.1%
> COc1ccccc1C1N(c2ccc(Cl)cc2)C(=O)C2CCCN21 (stereo not given)
  -27.3%	-0.8	?	-0.4%	-6.8%	2.0%	?	-0.4%	126.9%[activator]
> O=C(c1cc(Br)ccc1Cl)N1CCN(c2ccccn2)CC1
  -40.9%	0.2	3.7%	-0.2%	-19.1%	7.0%	?	11.6%	?
> Cc1nc(NC(=O)c2cccc(-c3cc4ccccc4oc3=O)c2)ccc1Br
  -2.7%	-2.8	-27.5%	4.0%	10.5%	10.3%	?	-13.7%	-26.2%
> COc1ccc(N2CCN(S(C)(=O)=O)CC2)cc1
  4.3%	5.2	4.7%	-0.1%	9.7%	0.0%	i	-5.1%	-1.3%
> C/C(=N\NC(=O)c1c[nH]c2ccccc12)c1ccc(C)s1
  -7.0%	-0.3	8.6%	4.5%	-2.9%	-3.3%	i	-1.2%	47.2%[activator]
> COc1cc(CN2CCCCCC2)cc(OC)c1O
  10.3%	-1.0	11.2%	-0.4%	-0.5%	15.0%	i	12.1%	.
> Cc1ccc(C)c(CN2CCC(CNC(=O)Cn3ncc4c([nH]c5ccccc54)c3=O)CC2)c1
  -10.8%	.	-9.6%	0.2%	21.0%	.	i	-10.3%	5.1%
> CCOc1ccc(CN(C)CC(=O)NCc2ccccc2)cc1
  -3.0%	-0.5	2.3%	0.3%	-5.8%	1.0%	i	-1.0%	.
> COc1ccc(-n2c(SCC(=O)N(C)c3ccccc3)nc3c([nH]c4ccccc43)c2=O)cc1OC
  -0.2%	-2.3	-3.2%	0.1%	4.6%	-2.3%	i	4.2%	-8.1%
> CC1OC(C(C)(C)C)Cc2[nH][nH]c(=O)c21 (stereo not given)
  .	0.0	.	0.2%	.	3.4%	i	.	7.2%
> COC(=O)CCC/C=C1\SC[C@@H](NC(=O)c2ccccc2)C1NC(C)=O (stereo not given in full)
  -8.0%	-1.8	-4.1%	0.6%	-13.4%	5.3%	i	-1.0%	14.2%
> CC1CCCN(S(=O)(=O)c2ccc(NC(=O)Cn3nnc(-c4ccccc4F)n3)cc2)C1 (stereo not given)
  0.0%	-2.1	?	-0.4%	?	5.7%	i	-3.6%[1.84 µM]	5.7%
> N/C(=N\OC(=O)/C=C/c1ccccc1)c1ccccn1
  4.2%	-1.8	227.4%	9.6%	3.6%	-1.2%	i	0.1%	14.6%
> CCn1c(CCn2ccnc2C)n[nH]c1=S
  3.0%	-0.5	-7.4%	0.4%	1.5%	-14.1%	i	3.0%	-6.8%
> COc1ccc(N2CCN(c3ccc(NC(=O)/C=C\C(=O)O)cc3)CC2)cc1
  -28.7%	-0.4	-1.2%	-0.7%	-15.8%	0.7%	i	-10.3%	.
> CCN(CC(=O)NCc1ccc(Cl)cc1)C(=O)COc1cccc(Cl)c1
  3.6%	0.7	0.6%	0.2%	-22.2%	0.0%	i	-15.3%	-11.3%
> COc1ccc(-c2cnc(C)o2)cc1S(=O)(=O)Nc1ccc(OC(F)(F)F)cc1
  -29.7%	.	.	6.0%	?	.	?	-11.7%	-22.6%
> O=C(O)CN1CCCCCC1=O
  4.3%	0.1	10.9%	-0.1%	17.5%	6.5%	i	5.8%	-5.2%
> Cc1oc(-c2cccs2)nc1CS(=O)CC(=O)NC1CCCCCC1 (stereo not given)
  1.3%	-2.0	0.0%	3.9%	-18.4%	-5.6%	i	0.0%	19.9%
> Cc1ccccc1-c1csc(C(O)(c2ccccc2)C(F)(F)F)n1 (stereo not given)
  -81.9%	-0.6	.	0.7%	?	6.1%	i	.	0.7%
> COc1ccc(NC(=O)C2CCC(CNS(=O)(=O)c3ccc4c(c3)C(C)(C)C(=O)N4C)CC2)cc1 (stereo not given)
  2.1%	.	28.6%	0.9%	38.9%	.	.	7.2%	.
> COc1ccc(C(CC(=O)Nc2ccc(OC)c(OC)c2)N2Cc3ccccc3C2=O)cc1 (stereo not given)
  -10.7%	.	.	4.5%	?	.	.	1.2%	.
> CCN1CCN(c2ncnc3scc(-c4ccc(OC)cc4)c23)CC1
  -9.0%	-1.3	-11.4%	0.3%	0.0%	0.9%	i	2.5%	0.1%
> C=C(C)CSc1nc2nc(C)cc(C)n2n1
  13.5%	2.2	14.2%	0.1%	22.4%	8.0%	i	4.7%	1.3%

# Quoted from the listing for reference:
# Every second line gives: HepG2 tox	IL-2 act	Nrf2 inh	Nrf2 ARE act	TGFb SMAD3 inh	EPAC2 ag	S2 tox	A549 viability	ATXN2 expr inh
> CC1OC(C(C)(C)C)Cc2[nH][nH]c(=O)c21 (stereo not given)
  .	0.0	.	0.2%	.	3.4%	i	.	7.2%
> COC(=O)CCC/C=C1\SC[C@@H](NC(=O)c2ccccc2)C1NC(C)=O (stereo not given in full)
  -8.0%	-1.8	-4.1%	0.6%	-13.4%	5.3%	i	-1.0%	14.2%

# (next part)
# Every second line gives: HepG2 tox	IL-2 act	Nrf2 inh	Nrf2 ARE act	TGFb SMAD3 inh	EPAC2 ag	S2 tox	A549 viability	ATXN2 expr inh
> O=[N+]([O-])c1cc2c(cc1Br)-c1ccccc1C2
  -96.9%	-2.6	.	?	?	2.5%	?	.	.
> O=[N+]([O-])c1ccc(-c2nc(Nc3ccc(O)cc3)c3ccccc3n2)cc1
  -29.4%	-1.5	?	23.0%	?	-6.0%	?	-15.8%	?
> Cc1cc(C)nc(N(C#N)Cc2cccc(Cl)c2)n1
  -0.8%	-0.3	-18.5%	-0.1%	5.2%	6.4%	i	22.3%	.
> CCOC(=O)c1c(C)oc2nc(C)nc(N3CCN(c4ccc(OC)cc4)CC3)c12
  -23.9%	.	?	0.4%	?	.	i	-14.9%	-3.0%
> CCOC(=O)c1c(NC(C)=O)c2c3c(sc2n1Cc1c(C)cc(C)cc1C)CCCC3
  -13.6%	.	?	7.0%	.	.	.	-7.6%	.
> COc1cc(/C=C2/NC(=O)NC2=O)cc(Br)c1OCc1ccccc1
  -11.0%	-0.6	14.4%	21.2%	-23.1%	0.0%	i	1.6%	3.4%
> CC(=O)NCC(=O)OCN1C(=O)c2ccccc2C1=O
  -0.3%	-3.2	.	-0.5%	?	-0.1%	i	8.4%	1.8%
> Cc1cccc(NC(=O)Cn2c(=O)n(Cc3ccco3)c(=N)c3c4c(sc32)COC(C)(C)C4)c1
  4.5%	-0.4	.	0.5%	-17.8%	-8.7%	i	-1.6%	2.9%
> CCCNc1nc(Cl)nc(NC(C)(C)C)n1
  3.5%	0.7	-0.1%	0.4%	8.3%	-2.1%	i	-3.4%	22.3%
> CCOP(=O)(OCC)C(Nc1ccccc1)c1ccco1 (stereo not given)
  -16.9%	0.6	4.5%	0.1%	-0.8%	10.8%	i	5.0%	-27.2%
> COc1ccc(Nc2c(-c3ccc(C)o3)nc3cc(C)ccn23)cc1
  -54.1%	.	-6.3%	20.6%	?	.	?	-6.0%	-33.5%
> CCN(CC)C(=O)CSc1nnc(CSc2ncccn2)n1C
  5.3%	1.0	4.6%	-0.2%	7.4%	-1.9%	i	-0.7%	1.1%
> CCOc1ccc(CCNC(=O)CS(=O)Cc2nc(-c3ccc(C)cc3)oc2C)cc1OCC (stereo not given)
  -10.5%&-15.8%	-0.7	0.9%&-18.5%	-0.6%&-0.1%	?	-1.5%	i	-3.8%&-6.3%	.
> Cc1nn(CC(=O)Nc2ccc3c(c2)nc(CN2CCCCC2)n3C)c(=O)c2ccccc12
  24.8%	-0.9	?	-0.7%	9.8%	3.8%	i	2.7%	16.5%
> CCN(CC(=O)Nc1ccc(C(=O)OC)cc1)C1CCCCC1
  5.6%	0.5	15.1%	-0.1%	8.8%	8.7%	i	-16.1%	18.4%
> CC(C)CCNC(=O)CSc1c2c(nc3ccc(Cl)cc13)CCCC2
  -36.2%	.	-18.4%	22.6%	?	.	.	-16.8%	.
> COc1ccc(S(=O)(=O)N(C)CC(=O)NCc2ccc3c(c2)OCO3)cc1
  -14.2%	0.1	15.4%	0.1%	8.6%	4.0%	i	4.8%	11.0%
> O=C(N/N=C/c1cc([N+](=O)[O-])ccc1Cl)c1cnccn1
  -1.7%	2.3	23.6%	9.8%	-10.2%	1.5%	i	0.9%	-26.9%
> COC(=O)C1=C(N)Oc2cc(C)n(Cc3cccnc3)c(=O)c2C1c1cc(OC)ccc1OC (stereo not given)
  -35.7%	0.5	0.9%	-0.3%	-3.2%	11.5%	i	-8.3%	-10.3%

# Screens as filed in PubChem.
